Vif-APOBEC3F blk: qHTS for Inhibitors of Vif-A3F Interactions: qHTS | HeLa A3F-eYFP + Vif (tagged APOBEC3F with the HIV-1 protein that degrades it), YFP fluorescence increase | Potency, µM (top dose mostly 46.1 µM), for the others: at the highest dose activity, negative = active | hit rate 0.2% among 390,000 | AID 602313, 2012; also: potency is read from the fitted curve at half-maximal effect; % of control where 0% means no effect; nearly all actives have a fitted effect of over 65% in size
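HeLa cells stably expressing Vif plus C-terminally eYFP-tagged A3F were seeded, incubated overnight at 37 deg C, dosed with compound, incubated overnight again at 37 deg C. Yellow fluorescence (Ex 488/Em 500-530) reported blocked Vif-mediated A3F-eYFP degradation.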
RXFP1 agonist: qHTS Assay for Agonists of the Relaxin Receptor RXFP1. Relaxin receptor 1 (Homo sapiens), Q9HBX9. HEK293T-RXFP1 cAMP TR-FRET, 30 min; response scale: percent of porcine relaxin response, buffer zero. Potency, µM (highest dose often 57.5 µM), for the others: at the highest dose activation, hits mostly activators. hit rate 0.3% among 370,000. AID 2676, 2010; also: potency is read from the fitted curve at half-maximal effect; % is scaled to controls: 0 for no effect and ±100 for the full control effect; nearly all actives have a fitted effect of over 60% in size; many of its hits are not listed in these tables
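HEK293 cells stably expressing RXFP1, treated 30 min at 37C with compounds plus PDE4 inhibitor Ro 20174; cAMP measured by HTRF TR-FRET. Normalized to buffer and 29 nM porcine relaxin; EC50 by Hill fit.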
Vif-APOBEC3G blk: qHTS for Inhibitors of Vif-A3G Interactions: qHTS. HeLa A3G-eYFP + Vif (tagged APOBEC3G with the HIV-1 protein that degrades it), YFP fluorescence, overnight. Potency, µM (doses to about 46.1 µM), inactives show at the highest dose activity, negative = active, actives largely listed as inhibitors. AID 602310, 2012. hit rate 0.076% among 410,000. DNA dC->dU-editing enzyme APOBEC-3G (Homo sapiens), Q9HC16;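 also: potency is read from the fitted curve at half-maximal effect; % is scaled to controls: 0 for no effect and ±100 for the full control effect; nearly all actives have a fitted effect of over 60% in size; hits raise eYFP signal because A3G escapes Vif-driven loss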
Target sequence (Q9HC16 whole entry, looked up): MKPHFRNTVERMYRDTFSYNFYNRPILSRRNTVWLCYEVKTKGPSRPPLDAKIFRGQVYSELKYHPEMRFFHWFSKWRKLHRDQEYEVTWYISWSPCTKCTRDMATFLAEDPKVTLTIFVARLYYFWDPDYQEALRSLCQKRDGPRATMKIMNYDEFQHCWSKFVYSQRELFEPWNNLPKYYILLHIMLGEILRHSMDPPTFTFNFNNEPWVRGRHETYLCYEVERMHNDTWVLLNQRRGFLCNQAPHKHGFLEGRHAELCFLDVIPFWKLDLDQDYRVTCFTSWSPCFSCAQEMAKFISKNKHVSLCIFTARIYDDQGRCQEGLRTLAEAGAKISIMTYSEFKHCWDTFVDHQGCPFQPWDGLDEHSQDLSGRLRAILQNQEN
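Read-out is eYFP fluorescence (Ex 488/Em 500-530) from Vif-expressing HeLa A3G-eYFP cells; more signal means A3G escaped Vif-mediated degradation. Cells plated overnight, compound pinned in, incubated overnight at 37 deg C.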
D1 potentiator: Potentiators of Human D1 Dopamine Receptor: qHTS; D(1A) dopamine receptor (Homo sapiens), P21728; HEK293 TREx D1 cells, calcium flux, dopamine EC20 potentiation; potentiation, % at 10 µM; hit rate 0.036% among 360,000; in the data active = potentiation above about 30%; also: 0% is about no effect
D1 agonist: Allosteric Agonists of the Human D1 Dopamine Receptor: qHTS; AID 504660, 2011; HEK293 T-REx D1 cells, calcium flux, agonist mode; activation, % at 2 µM; D(1A) dopamine receptor (Homo sapiens), P21728; hit rate 1% among 360,000; in the data active = activation above about 30%; also: 0% is about no effect
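Agonism was scored from calcium flux recorded over 180 s (1 read/s) after pintool compound addition, following a 10-cycle baseline. Cells were inducible force-coupled HEK293 TREx D1, plated overnight at 30 C and loaded with no-wash calcium dye.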
RXFP1 antagonist: qHTS Assay for Antagonists of the Relaxin Receptor RXFP1; hit rate 0.59% among 350,000; HEK293-RXFP1, relaxin-stimulated cAMP HTRF, 30 min; stronger effect = lower value; activity change, negative = inhibition, % at 57.5 µM; Relaxin receptor 1 (Homo sapiens), Q9HBX9;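 active = activity change of -60% or lower, but not beyond a set lower limit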; also: % is scaled to controls: 0 for no effect and ±100 for the full control effect
D1 antagonist: Antagonist of Human D 1 Dopamine Receptor: qHTS; D(1A) dopamine receptor (Homo sapiens), P21728; HEK293 TREx D1 cells, calcium flux, dopamine EC80; stronger effect = lower value; activity change, negative = inhibition, % at 10 µM; hit rate 3.2% among 360,000; in the data active = activity change below about -30%; also: % is scaled to controls: 0 for no effect and ±100 for the full control effect
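Tetracycline-induced HEK293 Trex D1 cells, force-coupled to calcium, dye-loaded; compounds added and read 180 s, then EC80 dopamine added and calcium flux tracked kinetically another 180 s.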
D2 potentiator: HTS Assay for Positive Allosteric Modulators of the Human D2 Dopamine Receptor: Primary Screen for Potentiators | D(2) dopamine receptor (Homo sapiens), P14416 | HEK293 T-REx D2, calcium flux, EC20 dopamine potentiation | potentiation, % at 10 µM | hit rate 0.34% among 340,000 | AID 485347, 2010;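 active = potentiation over 3 SD above the plate norm, cut at about 30% in these data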; also: 0% is about no effect
Target sequence (P14416 whole entry, looked up): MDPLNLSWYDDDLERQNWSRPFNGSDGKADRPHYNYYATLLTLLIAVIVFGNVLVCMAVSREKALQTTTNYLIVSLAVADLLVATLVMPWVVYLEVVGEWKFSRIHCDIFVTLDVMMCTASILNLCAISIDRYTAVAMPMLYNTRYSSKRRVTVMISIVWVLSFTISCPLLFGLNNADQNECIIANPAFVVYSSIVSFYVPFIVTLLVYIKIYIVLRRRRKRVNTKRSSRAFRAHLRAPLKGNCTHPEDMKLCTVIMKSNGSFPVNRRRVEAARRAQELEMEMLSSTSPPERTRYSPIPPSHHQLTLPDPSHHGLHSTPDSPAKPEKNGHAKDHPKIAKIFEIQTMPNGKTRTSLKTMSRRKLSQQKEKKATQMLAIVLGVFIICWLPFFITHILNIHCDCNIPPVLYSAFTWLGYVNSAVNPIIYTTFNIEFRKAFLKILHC
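Tetracycline-induced Hek293 Trex D2 cells, force-coupled to calcium, loaded with no-wash calcium dye. Compound added with 180 s kinetic read for agonism, then EC20 dopamine and a further 180 s read for potentiation.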
GRP78 ERSR act: qHTS for Inducers of the Endoplasmic Reticulum Stress Response (ERSR) in Human Glioma: qHTS; U87-MG GRP78 promoter luciferase reporter, 16 h; Potency, µM, for the others: at the highest dose activation, usual class: activators; hit rate 0.02% among 420,000; also: potency is read from the fitted curve at half-maximal effect; series mostly up to about 76 µM; % of control where 0% means no effect; nearly all actives have a fitted effect of over 35% in size
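Stably transfected U87-MG glioma cells carrying a GRP78-based luciferase sensor; 16 h compound incubation. Luminescence end-point read 10 min after Bright-Glo addition at room temperature.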
* = called active by the depositor; · = no result given; & = joins results of further samples. Unless noted, calls follow the shape of the dose curve; as a rule, active = well fitted curve in the direction sought with a large enough effect; inconclusive = small, poorly fitted or top-dose-only effect, or another doubt; inactive = no such curve, though single readings can be large; an effect the other way counts as inactive or inconclusive.

SMILES | Vif-APOBEC3F blk | RXFP1 agonist | Vif-APOBEC3G blk | D1 potentiator | D1 agonist | RXFP1 antagonist | D1 antagonist | D2 potentiator | GRP78 ERSR act
Fc1ccccc1Cc1cn2cc(-c3ccc(Cl)cc3)nc2s1 | -8% | 0.1% | 0% | -2 | 12 | · | -7 | -6 | 1%
COc1cccc(-c2nn(-c3ccccc3)cc2CN(C)Cc2ccon2)c1 | 3% | 0.0% | -13%&2% | -3 | 4 | -8 | -21 | 3 | -3%&-2%
COc1ccc2c(c1)c1c(c(=O)n(-c3cccc(Cl)c3)c(=O)n1CC(=O)NCC1CCCO1)n2C (configuration not stated) | -9% | 3.2% | 3% | -1 | 0 | · | -7 | -5 | 0%
Cc1ccccc1-n1ncc2c1CC(C)(C)CC2NC(=O)CCC1=NNC(=O)CC1 (configuration not stated) | 6% | 0.4% | -6% | -5 | 1 | -5 | 3 | · | -1%
CC(=O)c1sccc1NC(=O)CC(C)(C)CC(=O)O | 5% | 18% | 1% | -5 | 3 | 1 | 21 | 3 | 8%
COc1ccc(-c2nc(-c3cccc(C)c3)nc(N3CCN(C)CC3)c2C#N)cc1 | -2% | 0.5% | -14% | 5 | 4 | -2 | -3 | -4 | -4%
C=C(C)COc1ccc2oc(C)c(C(=O)OCCOC)c2c1 | -18% | -0.4% | -7% | -7 | 1 | -20 | 10 | 2 | 3%
O=C(CCC1CCCCC1)NCCS(=O)(=O)N1CCN(c2ccccc2F)CC1 | -2% | 0.0% | 0% | -1 | 0 | -8 | -9 | -2 | -3%
CC(=O)c1cccc(NC(=O)C(=O)Nc2cccc3ccccc23)c1 | -4% | 2.0% | 3% | -2 | 1 | -15 | 6 | 1 | 2%
COC(=O)c1ccc(S(=O)(=O)c2ccc([N+](=O)[O-])cc2)cc1 | 1% | 1.6% | -1% | -9 | 5 | -1 | -8 | 3 | -12%
CS(=O)(=O)c1ccc(Cl)c(NC(=O)COC(=O)CCN2C(=O)C3CC=CCC3C2=O)c1 (configuration not stated) | 1% | · | -1% | · | · | 1 | · | · | -3%
CCN(CC(=O)Nc1ccc2c(c1)OCCO2)S(=O)(=O)c1ccccc1 | 1% | -2.0% | -4% | -2 | 2 | 1 | 6 | 14 | -1%
COc1ccc(C(c2sc3nc(C)nn3c2O)N2CCC3(CC2)OCCO3)cc1 (configuration not stated) | -17% | 0.0% | 0% | 4 | 3 | -8 | 4 | 1 | 1%
COc1ccc(CCNC(=O)c2ccc3c(c2)N(Cc2ccccc2F)C(=O)c2ccccc2S3(=O)=O)cc1OC | -3% | 5.4% | -2% | -2 | 13 | · | -7 | -4 | -3%
CCn1c(O)c(C=NC2CCCC(C)C2C)sc1=S (configuration not stated) | 5% | 2.2% | -7% | -3 | 3 | -17 | 4 | 16 | -7%
Cc1ccc(NC(=O)Cn2c(=O)n(Cc3ccco3)c(=O)c3ccccc32)c(C)c1 | -2%&3% | 1.2%&-0.1% | -11%&-26% | 0&-2 | 2&1 | 5 | -16&-21 | 1&1 | 1%&-11%
COc1ccc(-c2cc(C(F)(F)F)nc(SCC(=O)N3CCCCC3C)n2)cc1OC (configuration not stated) | 4% | 15% | -5% | -3 | -1 | 3 | -17 | -1 | -3%
O=C(NCCCn1ccnc1)c1nc(Cn2cc([N+](=O)[O-])cn2)no1 | 9% | 0.5% | 4% | -6 | 1 | -2 | -10 | · | -1%
CC(=O)Nc1ccc(Cc2ccncc2)cc1 | 0% | -1.3% | 1% | -2 | 2 | 5 | -1 | 4 | -6%
O=C(NCc1ccc(OC(F)(F)F)cc1)C1CC2Cn3c(nc4ccccc43)C2N1Cc1ccccc1 (configuration not stated) | 0% | 0.0% | 3% | -8 | -1 | · | 2 | 1 | -6%
O=C(NCC1CCCO1)C(C(=O)c1ccc(F)cc1)n1ccccc1=O (configuration not stated) | -4% | -0.8% | -4% | 5 | -1 | -5 | 18 | 6 | -6%
CC(C)CCNC(=O)Cn1c2c(c(-c3ccccc3Cl)cc1=O)CCC2 | -15% | 0.3% | 0% | 3 | 7 | -11 | 6 | -5 | -1%
CN1CCN(CC#CCC(O)(c2ccccc2)c2ccccc2)CC1 | 12% | 3.2% | 2% | 2 | 3 | 7 | -2 | -7 | -1%
CCc1nn2c(=O)c(S(=O)(=O)Nc3ccc(C)cc3C)c(C)nc2s1 | 0% | 0.6% | 4% | 6 | 4 | -9 | 13 | -7 | -2%
CCOc1c(Br)cc(C(N)=O)cc1OCc1ccccc1 | -31% | -1.5% | -2% | -6 | 10 | 9 | 15 | 12 | -1%
Next section.
SMILES | Vif-APOBEC3F blk | RXFP1 agonist | Vif-APOBEC3G blk | D1 potentiator | D1 agonist | RXFP1 antagonist | D1 antagonist | D2 potentiator | GRP78 ERSR act
Cc1nn(-c2ccc(F)cc2F)c(=O)c2noc(C)c12 | 1% | 0.3% | 0% | 1 | 1 | 3 | 10 | -12 | -5%
O=C(COc1ccc2ccccc2c1)NNC(=O)Cc1cccc2ccccc12 | -8% | 4.2% | 1% | -3 | 1 | -15 | -4 | 0 | -1%
COc1ccc(N(CC(=O)NC2CCCC2)C(=O)c2ccc(C)s2)c(OC)c1 | 10% | 2.3% | 0% | 14 | 2 | 10 | -21 | -4 | -3%
O=C(O)C1CC=CCC1C(=O)NCc1ccccc1 (configuration not stated) | -12% | 0.4% | -6% | -3 | -3 | -19 | 7 | -1 | -2%
COc1ccc(N2C(=O)CS(=O)(=O)C23C(=O)N(Cc2ccc(C)cc2)c2ccccc23)cc1Cl (configuration not stated) | 6% | 2.5% | -1% | -7 | 5 | · | -16 | 0 | -1%
COc1ccc(-c2nnc(NC(=O)c3ccc(F)cc3)o2)cc1 | -2% | 0.2% | 0% | -8 | -1 | · | 4 | -13 | -2%
CCOC(=O)N1CCN(C(=O)C2CCCCC2)CC1 | · | 2.0% | 1% | -1 | 3 | 1 | 3 | 3 | -3%
CCN(C(=O)c1ccc2c(c1)OCO2)C1CCS(=O)(=O)C1 (configuration not stated) | -3% | 0.6% | 3% | 7 | 3 | 0 | -1 | -18 | -2%
COC(=O)C1=C(N)Oc2cc(C)n(CCc3ccccc3)c(=O)c2C1c1cccnc1 (configuration not stated) | -11% | 0.4% | 0% | -6 | 1 | 9 | -10 | 2 | -3%
CCCSc1nnc(NC(=O)Cc2coc3cc(C)ccc23)s1 | 1% | 19% | 1% | 0 | 7 | 8 | -9 | -6 | -4%
COc1ccccc1CNC(=O)C(Cc1ccccc1)NS(=O)(=O)c1ccc2c(c1)oc(=O)n2C (configuration not stated) | 2% | -1.2% | 2% | 3 | 0 | · | 3 | 9 | 3%
O=C(COC(=O)c1ccccn1)NCc1ccccc1 | 0% | 0.2% | -1% | -8 | 4 | -3 | 0 | 1 | -2%
O=C(O)C1CC=CCC1C(=O)Nc1cccc(F)c1 (configuration not stated) | 0% | 0.1% | 3% | 2 | 4 | 10 | -1 | 7 | -1%
Cc1ccc(NC(=O)COC(=O)CCC(=O)c2cccs2)cc1C | -4% | 0.6% | 2% | 3 | 3 | -4 | 13 | 7 | -3%
C=CCn1c(SCC(=C)C)nc2c1c(=O)[nH]c(=O)n2C | 4% | 5.0% | 6% | -8 | 4 | · | 8 | -9 | -1%
COc1ccccc1CNC(=O)COC(=O)CNS(=O)(=O)c1ccc(NC(C)=O)cc1 | 1% | -0.4% | 0% | -4 | 0 | 1 | -2 | -12 | 1%
c1ccc2c3c([nH]c2c1)C1(CCCCC1)NCC3 | 9% | -0.4% | 0% | 2 | 12 | · | 2 | -8 | 2%
COc1ccc(/C(N)=N/OC(=O)Cc2ccc(OC)c(OC)c2)cc1 | -8% | -2.2% | 0% | -2 | 23 | -8 | -12 | 13 | 0%

As a short view, part of the list above:
SMILES | Vif-APOBEC3F blk | RXFP1 agonist | Vif-APOBEC3G blk | D1 potentiator | D1 agonist | RXFP1 antagonist | D1 antagonist | D2 potentiator | GRP78 ERSR act
Cc1nn(-c2ccc(F)cc2F)c(=O)c2noc(C)c12 | 1% | 0.3% | 0% | 1 | 1 | 3 | 10 | -12 | -5%
O=C(COc1ccc2ccccc2c1)NNC(=O)Cc1cccc2ccccc12 | -8% | 4.2% | 1% | -3 | 1 | -15 | -4 | 0 | -1%
COc1ccc(N(CC(=O)NC2CCCC2)C(=O)c2ccc(C)s2)c(OC)c1 | 10% | 2.3% | 0% | 14 | 2 | 10 | -21 | -4 | -3%
O=C(O)C1CC=CCC1C(=O)NCc1ccccc1 (configuration not stated) | -12% | 0.4% | -6% | -3 | -3 | -19 | 7 | -1 | -2%
COc1ccc(N2C(=O)CS(=O)(=O)C23C(=O)N(Cc2ccc(C)cc2)c2ccccc23)cc1Cl (configuration not stated) | 6% | 2.5% | -1% | -7 | 5 | · | -16 | 0 | -1%
COc1ccc(-c2nnc(NC(=O)c3ccc(F)cc3)o2)cc1 | -2% | 0.2% | 0% | -8 | -1 | · | 4 | -13 | -2%
CCOC(=O)N1CCN(C(=O)C2CCCCC2)CC1 | · | 2.0% | 1% | -1 | 3 | 1 | 3 | 3 | -3%
CCN(C(=O)c1ccc2c(c1)OCO2)C1CCS(=O)(=O)C1 (configuration not stated) | -3% | 0.6% | 3% | 7 | 3 | 0 | -1 | -18 | -2%
COC(=O)C1=C(N)Oc2cc(C)n(CCc3ccccc3)c(=O)c2C1c1cccnc1 (configuration not stated) | -11% | 0.4% | 0% | -6 | 1 | 9 | -10 | 2 | -3%

This is a subset, so the mix of outcomes need not match the whole.
